Screening data from PubChem BioAssay.
MOR-DOR inv ag: inverse agonist of human OPRM1-OPRD1 heterodimerization; P35372+P41143; cell-based MOR-DOR heterodimer luminescence, inverse agonism; inhibition, % at 9.3 µM; 0.21% of 340,000 active; in the data active means inhibition above about 22%, passing the limit was not always enough;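 further: 0% = cells with DMSO and 100% = wells without cells with DMSO; values of inactives mirror those of a sister screen read the other way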
PKA-R1A act: activators of PKA-R1A complex | PKA-R1A dissociation, Cy5-IP20 fluorescence polarization; scaled: DMSO 0%, 113 µM cGMP 100% | activation, % at 11.4 µM | 0.083% of 340,000 active | AID 504707;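 active means percent activation above the mean of all tested compounds plus 3 SD, cut at about 19% in these data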;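 further: higher means more PKAc released from R1A so a rise in polarization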
PKA-R2B act: PKA-R2B complex activation | PKA-R2B holoenzyme dissociation, Cy5-IP20 fluorescence polarization; R2B truncated from residue 108, S112A mutant; 0% DMSO only, 100% 113 µM cGMP | AID 504700 | activation, % at 11.4 µM | P22694+P31323 | 0.079% of 340,000 active;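 active means activation above a cutoff set at the mean over all compounds plus 3 SD, cut at about 18% in these data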;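 further: higher means more holoenzyme dissociation and a rise in polarization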
Target sequence (P31323 whole entry, looked up, other chains not shown, the tested form may be a part): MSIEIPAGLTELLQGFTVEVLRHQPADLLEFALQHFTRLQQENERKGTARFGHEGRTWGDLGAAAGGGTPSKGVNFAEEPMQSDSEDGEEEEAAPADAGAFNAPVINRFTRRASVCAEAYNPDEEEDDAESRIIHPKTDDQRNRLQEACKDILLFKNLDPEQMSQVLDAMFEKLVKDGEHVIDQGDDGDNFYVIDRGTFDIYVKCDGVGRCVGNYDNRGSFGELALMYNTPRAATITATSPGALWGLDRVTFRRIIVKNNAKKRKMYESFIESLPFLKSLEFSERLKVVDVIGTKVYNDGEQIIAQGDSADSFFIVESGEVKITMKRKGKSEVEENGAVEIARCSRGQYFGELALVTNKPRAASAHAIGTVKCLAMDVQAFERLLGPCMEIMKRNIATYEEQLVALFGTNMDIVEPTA
OPRM1-OPRD1 ag: agonists of human mu-delta opioid receptor heterodimerization; P35372+P41143; cells, OPRM1-OPRD1 heterodimerization, luminescence; activation, % at 9.3 µM; 0.3% of 340,000 active; AID 504326; in the data active means activation above about 18%;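 further: 0% = vehicle-treated cells and 100% = reference agonist; values of inactives mirror those of a sister screen read the other way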
E coli growth: bacterial growth inhibition, counter-screen for AddAB inhibitors; AID 449728; inhibition, % at 11.9 µM; 0.27% of 330,000 active; E. coli V3065 growth, OD600 absorbance, 18 h;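 active means inhibition above the campaign's mean inhibition across all tested compounds plus 3 SD, cut at about 9.9% in these data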;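 further: uninfected addAB+ strain grown without phage in ampicillin broth; 0% = DMSO wells and 100% = ciprofloxacin 0.95 µg/ml wells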
Tat export inh: blocks Tat-dependent protein export in E. coli; E. coli MC4100 TorA-mCherry Tat export, fluorescence; inhibition, % at 10 µM; 0.036% of 340,000 active; AID 488895;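 active means mean replicate inhibition at least 50% and at least half of replicates individually reaching 50%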;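 further: exported cargo escapes ClpAP degradation while cytoplasmic cargo is degraded and loses fluorescence; 0% = median of neutral control wells and 100% = median of NaSCN control wells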
AddAB inh: less growth of phage-infected E. coli with AddAB | E. coli expressing H. pylori AddAB, absorbance growth | inhibition, % at 11.9 µM | 0.29% of 330,000 active; in the data active means inhibition above about 12%;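 further: 0% = vehicle wells of infected cells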
HTR5A inv ag: inverse agonist of human HTR5A in OPRM1-OPRD1 counter-screen; inhibition, % at 9.3 µM; HTR5A cell line, luminescence, inverse agonism; P47898; 0.083% of 340,000 active; AID 504634; in the data active means inhibition mostly above about 23%, no sharp cut-off; inactive means mostly below about 18%;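 further: 0% = cells with DMSO and 100% = no-cell wells with DMSO; some compounds called inactive have numbers as strong as hits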
Target sequence (P47898 whole entry, looked up): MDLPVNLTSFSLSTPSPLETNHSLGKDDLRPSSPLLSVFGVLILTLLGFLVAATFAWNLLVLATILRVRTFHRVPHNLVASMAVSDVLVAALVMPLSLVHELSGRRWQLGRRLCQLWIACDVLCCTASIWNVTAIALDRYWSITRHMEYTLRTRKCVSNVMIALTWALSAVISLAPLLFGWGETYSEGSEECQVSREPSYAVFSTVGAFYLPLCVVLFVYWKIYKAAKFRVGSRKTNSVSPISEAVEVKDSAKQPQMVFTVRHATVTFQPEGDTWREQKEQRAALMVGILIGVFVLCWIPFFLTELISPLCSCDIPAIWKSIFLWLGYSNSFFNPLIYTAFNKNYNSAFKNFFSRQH
PfHsp90 yeast 2: reduces growth (ATP signal) of yeast expressing P. falciparum Hsp90; S. cerevisiae expressing PfHsp90, BacTiter-Glo ATP, 48 h; yeast lacking PDR1 and PDR3 efflux regulators; 0.32% of 310,000 active; inhibition, % at 9.4 µM;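 active means every replicate shows inhibition above about 80%, whatever the replicate mean, limit read from the data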;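 further: 0% = DMSO neutral controls and 100% = 20 µM radicicol positive controls; yeast relying on Plasmodium falciparum Hsp90 in place of its own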
phage Ecoli inh: E. coli growth loss with phage present; inhibition, % at 11.9 µM; 0.26% of 360,000 active; growth absorbance; AID 651602; in the data active means inhibition above about 11%
SUMO Mot1 rescue: inhibitors of SUMOylation pathway: yeast Mot1-301 growth rescue; S. cerevisiae Mot1-301 growth rescue, ATP luminescence, 38.5C; percent above DMSO median, 100 means doubled; growth rescue, % at 18.8 µM; 1% of 320,000 active; AID 2716;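 active means every valid replicate shows activation above 250% relative to neutral control wells; inactive means the rest, any valid replicate at or below 250%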;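 further: OY570 slx delta 5 strain wells were the positive control but not used for scaling; some compounds called inactive have numbers as strong as hits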
* marks the source's active call; other numbers are inactive results; . = no result given; & = joins results of further samples.

Fields: PKA-R2B act, MOR-DOR inv ag, SUMO Mot1 rescue, PfHsp90 yeast 2, PKA-R1A act, AddAB inh, Tat export inh, phage Ecoli inh, E coli growth, HTR5A inv ag, OPRM1-OPRD1 ag
CC(=O)OCC(=O)[C@@]1(O)CC[C@H]2[C@@H]3CCC4=CC(=O)CC[C@]4(C)[C@H]3[C@@H](O)C[C@@]21C
    -15&-7, 14&15, 160&-11, 4&-20, -5&-5, -1.6&-0.8, 3&-2, 5.2&2.6, 1.5&-3.6, 5&-31, -2.6&-2.8
CCc1ccc(S(=O)(=O)c2cn(C)c3cc(OC)c(OC)cc3c2=O)cc1
    -18, 15, 9, 8, -9, 4.7, -4, -0.6, -3.1, -9, -3.0
CC(=O)NC(CC(=O)OCC(=O)c1c(N)n(C)c(=O)n(C)c1=O)c1ccccc1 (stereo unspecified)
    -1, -4, 359, -23, -3, 3.8, -17, 2.5, -2.3, -5, 0.7
Oc1ccc2ccccc2c1N=Nc1ccc(F)cc1
    -7, -7, -20, 16, -4, 2.1, -6, 1.4, 4.7, 10, 1.4
COc1ccc(/C(N)=N/OC(=O)c2ccc(Br)o2)cc1
    -12, -40, -3, -25, -7, 4.2, -9, 1.0, -2.3, 3, 6.4
COC(=O)c1ccc(NC(=O)C2CC(=O)OC2c2ccccc2)cc1 (stereo unspecified)
    -5, 8, -13, -15, -9, 3.5, 2, 0.2, -1.5, -22, -1.7
COc1ccc(N=NC2C(=O)N(c3ccccc3)N=C2C)cc1 (stereo unspecified)
    -4, 0, -2, -9, 1, -2.0, -10, 0.9, -2.6, -2, 0.0
CCOCc1[nH]c(=S)[nH]c(=O)c1Cc1ccc(OC(C)C)cc1
    -7, 12, 599, -2, -15, 2.2, 3, 2.2, -1.5, -4, -2.4
CCC(=O)N1N=C(c2ccc(C)o2)CC1c1ccc(OC)cc1 (stereo unspecified)
    0, -4, -12, 4, -13, 2.6, 1, 1.8, 0.5, 4, 0.8
CC(C)N1CC(COc2ccccc2Cl)OC1=O (stereo unspecified)
    0, 8, -8, 5, -2, 4.6, 3, 2.3, 0.5, -11, -1.6
CNCCOc1nc(N2CCOCC2)nc(C)c1[N+](=O)[O-]
    5, 4, -14, 5, -9, 0.7, 2, 1.5, 2.7, 3, -0.6
COc1ccc(C2CC(=O)Oc3cc(O)cc(O)c32)cc1 (stereo unspecified)
    3, 10, -1, 3, -8, 6.4, -5, 3.7, 0.0, 21, -2.0
CC(C)CC(=O)NC(=S)Nc1ccc(S(=O)(=O)NC(C)(C)C)cc1
    2, 8, 3, -2, 7, 2.9, 22, -1.6, 0.3, 18, -1.6
CC(C)(C)c1ccc(NC(=O)c2ccc3c(c2)S(=O)(=O)c2ccccc2C3=O)cc1
    -12, 1, 9, -26, 2, 1.8, 2, 0.3, -0.3, -22, -0.1
O=C1OCCC1Sc1ncnc2sc3c(c12)CCC3 (stereo unspecified)
    7, 14, 15, 13, -4, 3.5, -4, 2.0, -1.2, -9, -2.7
CSc1nc(Cc2ccccc2)cc(=O)[nH]1
    0, 7, 23, 9, -1, -1.0, -8, 2.4, -3.9, 17, -1.2
CCS(=O)(=O)c1ccc(OC)c(N=Nc2ccc(O)c3ncccc23)c1
    -4, -4, -9, -42, 2, 8.0, -9, 6.8, 5.5, -6, 0.7
CCn1ccc(C(=O)Nc2ccsc2C(=O)OC)n1
    6, 19, -12, 5, 9, 4.2, 3, 0.4, 0.9, -3, -3.4
COc1ccc(NC(=O)COC(=O)C2CC(=O)N(Cc3ccc(C)cc3)C2)cc1 (stereo unspecified)
    5, 15, -1, 14, 6, 1.7, 1, 1.8, -1.4, -8, -2.3
O=C(NC1CCCC1)C(c1ccncc1)N(C(=O)c1ccco1)c1ccccc1 (stereo unspecified)
    -4, 14, 3, -8, -3, -2.4, -7, 0.6, -2.5, -14, -2.7
C=CC[C@H](CC(=O)N(CCO)Cc1ccccc1)C(=O)N[C@H](COC(=O)[C@@H](CC=C)CC(=O)OC(C)(C)C)c1ccccc1
    -8, 4, 9, -3, -5, -5.0, 13, 3.2, -1.1, 8, -0.8
COCCNC(=O)C(c1cccs1)N(C(=O)Cn1nnc2ccccc21)c1cccc(C(C)=O)c1 (stereo unspecified)
    -6, 7, -13, 31, 3, 2.4, -6, 0.8, -1.0, -35, -1.2
O=C(CSc1nncs1)NC(=O)NCc1ccco1
    7, 4, -1, 12, 8, -1.4, 0, 3.3, -0.1, -4, -0.8
COc1cc(CC(=O)Nc2ccc(S(=O)(=O)Nc3ncccn3)cc2)cc(OC)c1OC
    -8, 9, 10, -7, -8, 0.2, 4, 2.0, -2.2, -15, -1.6
COc1ccccc1C(=O)NCCC(=O)N1CCN(S(=O)(=O)c2ccc(Cl)cc2)CC1
    -9, 14, 0, -11, -4, 0.8, -8, 1.3, -1.1, -28, -3.4
Nc1ccc2c(c1)Cc1cc(Cl)c(Cl)cc1-2
    1, -16, ., 5, -2, ., 8, 3.0, ., -16, 3.0
CC(C)(C)n1nnnc1C(c1cccs1)N(Cc1cccnc1)Cc1ccco1 (stereo unspecified)
    0, 18, 99, 4, -7, 1.8, -6, -0.6, -1.1, 12, -2.8
Cc1ccc(Cl)cc1N1CCN(C(=O)CN2C(=O)c3cccc4cccc2c34)CC1
    2, 10, 40, -14, -11, -3.2, 1, 3.5, -0.1, 8, -1.8
COc1ccc(C(=O)NNS(=O)(=O)c2ccc(OC)cc2)cc1
    -2, 1, 11, 5, 0, 2.5, -2, 1.8, -1.1, -1, -0.2
NC(=O)Nc1ccc(C(=O)OCC(=O)Nc2cccc(S(=O)(=O)NC3=NCCCCC3)c2)cc1
    -8, 0, -20, -10, -13, -1.0, 2, 3.1, 2.8, -9, 0.1
CCOC(=O)C1=C(COC(=O)[C@H](C)NS(=O)(=O)c2ccc(NC(C)=O)cc2)NC(=O)NC1C (stereo partly specified)
    -12, 23, -5, ., -10, 1.2, 2, 3.2, 0.9, 5, -5.8
CCOc1ccc(C2=CSC3=NCCN23)cc1
    -1, 2, -1, -14, 4, 4.0, -1, 1.6, 0.0, -14, -0.3
O=C(COC(=O)CCC(=O)c1cccs1)Nc1cccc(S(=O)(=O)N2CCOCC2)c1
    -14, 5, 0, -10, -4, 1.7, -3, 1.6, -0.1, 16, -0.9
Cc1cc(N2CCN(S(=O)(=O)c3ccc(Cl)cc3)CC2)c2ccccc2n1
    -7, 8, 85, 3, -6, 5.0, 0, 1.1, -2.3, 10, -1.4
O=C1Nc2ccccc2N=C(c2ccccc2)C1Br (stereo unspecified)
    3, 15, -17, -15, -7, -9.5, -5, 5.8, -11, -8, -3.0
Cc1cc(-c2ccc(C)c(S(=O)(=O)N3CCN(C(=O)c4ccco4)CC3)c2)on1
    -12, 13, 6, -8, -12, 0.1, 1, 2.7, -1.9, -9, -2.5
CCc1nc(SCC(=O)NCc2ccccc2)c2c(=O)n(C)c(=O)n(C)c2n1
    3, 12, 6, 7, 1, 0.0, 1, 2.2, -0.4, -28, -2.2
COc1cc(C(C)=O)ccc1OCC(=O)OCC(=O)c1cc(C)n(CC2CCCO2)c1C (stereo unspecified)
    1, 6, 0, 1, -7, 2.1, -15, -1.1, 1.1, -4, -1.7
CC(=O)c1cnc2scnn2c1=O
    -3, 15, 121, 4, 0, 2.7, -6, 4.1, -0.2, -5, -2.6
COc1ccc(-c2c3c(nc4sc(C(=O)Nc5ccccc5)c(N)c24)CCC3)cc1
    -4, 13, 60, -2, 7, -0.3, -3, 1.3, 0.8, -14, -2.7
COc1ccc(-c2[nH]ncc2[C@@H]2C[C@H]3CN(Cc4ccccc4C)C(=O)[C@]34CCCN24)cc1
    0, 2, 4, -15, 2, 0.8, -3, 4.8, -2.3, 18, -0.3
CC1CCc2onc(C(=O)O)c2C1 (stereo unspecified)
    4, 12, 3, 21, 0, 2.7, -10, 3.6, -0.4, 0, -2.2
CC(C)CCN1C(=O)c2ccc(C(=O)Nc3cccc(S(N)(=O)=O)c3)cc2C1=O
    1, -17, 215, -5, 4, 2.7, -7, 2.2, 1.1, -23, 2.7
CCC1Sc2ccccc2N(CC(=O)NCCC2=CCCCC2)C1=O (stereo unspecified)
    2, -30, 5, 16, -5, 0.6, 9, 1.1, -1.1, -24, 5.5
CN(Cc1ccc(Cl)c(Cl)c1)C(=O)c1ccccc1SCC(=O)N1CCCC1
    0, 8, ., -37, -4, ., 2, 2.6, ., -3, -1.3
Cc1n[nH]c(=O)n1-c1ccc(C(C)C)cc1
    10, 11, -5, 18, 7, 1.4, 3, 3.4, -2.2, -9, -2.1
CCOc1ccc(-n2c([S-])c(C(=O)Nc3ccc(S(=O)(=O)N4CCOCC4)cc3)[n+]3cc(C(N)=O)ccc23)cc1
    -8, 13, -4, -6, -13, 2.4, -6, 1.2, 0.3, 3, -2.5
COc1cccc(NC(=O)CCSc2nnc3scc(-c4ccccc4)n23)c1
    -10, 6, -24, 0, 1, 0.9, 0, 4.6, -0.2, -19, -1.1
CCn1c(SCC(=O)N2CCN(c3ccccc3)CC2)nc2c([nH]c3ccccc32)c1=O
    6, 8, -11, -29, 9, 0.1, 2, 1.0, 0.2, -3, -1.6
O=C(CC(C(=O)N1CCc2ccccc21)n1ccnc1)NCC1CCCO1 (stereo unspecified)
    5, 9, -8, ., -2, 1.7, -5, 2.7, 0.7, 6, -1.6
C/C(=N\Nc1ccccc1)c1cc2ccccc2oc1=O
    0, 8, 154, 15, -10, 5.5, 0, 4.8, -0.9, -6, -1.7
COc1ccc(CC(=O)NCCc2ccc(S(N)(=O)=O)cc2)cc1
    2, -2, 237, ., -4, -1.8, -9, 2.9, 1.1, -4, 0.3
NC(=S)N/N=C/c1ccc(-c2ccc(Cl)c(Cl)c2)o1
    2, -10, 3, -149, -4, -0.7, 0, 1.5, 1.9, -14, 1.7
COc1cc(C(=O)NCCc2cc3c(OC)ccc(OC)c3[nH]c2=O)cc(OC)c1OC
    -6, -11, 13, ., 6, -0.3, 2, -0.5, -1.0, -15, 1.5
COC(=O)c1ccc2c(=O)n(CCN3CCOCC3)c(SCC(=O)C(C)(C)C)nc2c1
    2, 14, -7, ., -4, 1.0, -2, 2.3, -0.7, -26, -2.7
CCOc1ccc(Nc2oc(-c3ccco3)nc2C#N)cc1
    -3, -19, 4, -30, -2, -0.6, -10, 1.1, 2.2, 19, 3.4
CCOC(=O)c1c(C)n(C)c2c1cc(OC(C)=O)c1ccccc12
    -6, 13, -1, 7, 3, 0.5, 10, 3.9, 1.5, -17, -2.5
COc1ccc(NC(=O)c2ccc(NS(=O)(=O)c3c(C)noc3C)cc2)cc1OC
    -13, 11, 321, 17, -1, -2.1, 2, 1.9, -1.9, -15, -1.9
CCc1cccc(NS(=O)(=O)c2cccc3cccnc23)c1
    -5, 7, -7, 10, -4, 0.3, -3, 2.5, -0.1, 15, -1.2
CC(=O)Nc1ccc(S(=O)(=O)NCc2nc(-c3ccccc3)no2)cc1
    5, 6, -6, -9, -6, 1.9, -2, 1.9, -0.1, 5, -0.8
